Compound activity deposited in PubChem by several laboratories.
GlmU inhibition = inhibition of mycobacterial GlmU enzyme – biochemical, glucosamine-1-phosphate acetyltransferase (AID 1376); hit rate 0.25% among 220,000; M. tuberculosis GlmU acetyltransferase enzyme assay; higher % means a stronger effect; inhibition, %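 (tested at 30 µM in the primary screen)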; hits with a dose series show IC50 in µM; in the data active = inhibition above about 13%; inconclusive = no clear call, values can overlap the other calls;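 also: 0% = complete reaction with vehicle and 100% = reaction without substrate; strong numbers were not always called active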
RmlCD inh 1536 = M. tuberculosis RmlC/RmlD coupled enzyme inhibitors, primary screen, biochemical, compound mixtures, 384-well, from 1536-well plates; RmlC+RmlD coupled enzyme assay, percent inhibition; primary screen in compound mixtures; inhibition, % at 3.6 µM; hit rate 0.03% among 160,000; dTDP-4-dehydrorhamnose reductase (Mycobacterium tuberculosis (strain ATCC 25618 / H37Rv)) …; in the data active = inhibition mostly above about 34%, no sharp cut-off; inconclusive = no clear call, values can overlap the other calls; inactive = mostly below about 22%; also: some results filed as inactive read as strong as hits
Target sequence (P9WH09 whole entry, looked up): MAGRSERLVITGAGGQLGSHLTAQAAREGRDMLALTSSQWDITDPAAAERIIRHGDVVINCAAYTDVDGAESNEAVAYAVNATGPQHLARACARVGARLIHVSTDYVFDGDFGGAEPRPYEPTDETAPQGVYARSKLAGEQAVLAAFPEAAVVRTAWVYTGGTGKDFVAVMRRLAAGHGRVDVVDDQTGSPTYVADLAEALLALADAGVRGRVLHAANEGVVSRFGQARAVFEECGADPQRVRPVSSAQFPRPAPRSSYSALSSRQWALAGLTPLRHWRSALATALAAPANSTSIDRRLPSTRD
Target sequence (P9WH11 whole entry, looked up): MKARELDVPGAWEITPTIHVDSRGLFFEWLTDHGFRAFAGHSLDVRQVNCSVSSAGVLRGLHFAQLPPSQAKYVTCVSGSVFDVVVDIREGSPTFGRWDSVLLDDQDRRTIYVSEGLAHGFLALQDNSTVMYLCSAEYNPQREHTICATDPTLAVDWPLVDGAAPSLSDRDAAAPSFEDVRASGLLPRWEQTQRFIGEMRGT
Active calls of the source: *; ? = inconclusive; / = no result given. This is a subset; the hit share may differ from the screen's.

SMILES	GlmU inhibition	RmlCD inh 1536
CCOc1ccccc1CN(CCc1ccc2c(c1)OCO2)Cc1ccccn1	5.8%	-13
Cc1ccc(-n2c(O)c(C=NC3CCS(=O)(=O)C3)c3ccccc3c2=O)cc1 (stereo unspecified)	-0.8%	/
O=C(C[n+]1cccc(CNC(=O)c2ccc(OC(F)F)cc2)c1)Nc1ccc(SC(F)F)cc1	-16%	/
CC(=O)NCCNC(=O)c1ccc(NC2=NC3CS(=O)(=O)CC3S2)cc1 (stereo unspecified)	3.8%	10
CC1=C(C(=O)Nc2ccc([N+](=O)[O-])cc2)C(c2cccc(C(F)(F)F)c2)NC(=S)N1c1ccccc1 (stereo unspecified)	1.9%	/
c1cc(-c2noc(CC3CCCCC3)n2)ccn1	-8.8%	/
CC1CC(C)CN(C(=O)COc2ccc([N+](=O)[O-])cc2Cl)C1 (stereo unspecified)	3.0%	/
Cc1ccc(C(=O)C(C(=O)/C=C/c2ccccc2)=C2SCCCS2)cc1	0.0%	/
CCOC(=O)N1CCN(C(=O)c2ccc3nc4cc(Cl)ccc4c(=O)n3c2)CC1	1.1%	/
NNc1ncnc2sc3c(c12)CCC3	-1.5%	-14
Cc1ccc(NC(=O)Cc2cn3ccsc3n2)nc1	7.5%	-3
Cc1c(N=Cc2c(O)n(C)c(=O)[nH]c2=O)c(=O)n(-c2ccccc2)n1C	1.4%	-13
CCNC(=S)NNC(=O)C(c1ccccc1)c1ccccc1	-2.9%	-10
CN1CCN(c2nc3ccccc3nc2C(C#N)S(=O)(=O)c2ccccc2)CC1 (stereo unspecified)	-4.9%	-9
CC1(C)CC2CC(C)(CN2C(=O)c2cccs2)C1 (stereo unspecified)	4.0%	/
CC(C)C1(CCNC(=O)c2cccs2)CCOC(C)(C)C1 (stereo unspecified)	-2.6%	-10
COCC(C)NC(=O)CCc1nnc(C2(c3ccc(Cl)cc3)CCC2)o1 (stereo unspecified)	-0.6%	-10
COc1ccc(/C=C/C(=O)NC(=S)NCCc2ccc(OC)c(OC)c2)cc1	3.8%	/
CN(C(=O)CCN1C(=O)c2ccccc2C1=O)C1CCCCC1	0.9%	4
CCC(=O)NC(=S)Nc1ccc(S(=O)(=O)NC(C)C)cc1	-4.2%	/
COc1ccc(S(=O)(=O)N(Cc2ccccc2)Cc2nc(-c3ccccc3)no2)cc1	-1.9%	6
CC1=NN(c2cccc(Cl)c2)C(=O)C12CC(C)=C(C)CS2 (stereo unspecified)	/	2
O=C1NCCN(Cc2ccc(Cl)c(F)c2)C1CC(=O)N1CCc2ccccc2C1 (stereo unspecified)	-4.3%	-3
COc1ccc(OC)c(S(=O)(=O)N2CCC(C(=O)NCCc3ccccc3)CC2)c1	3.0%	7
Cc1onc(C(=O)Nc2c(C)n(C)n(-c3ccccc3)c2=O)c1[N+](=O)[O-]	-5.6%	/
Cc1nc(-c2ccccc2)sc1C(=O)O	1.5%	-4
Cc1cc(Cl)c(S(=O)(=O)NCC2CCCO2)cc1OCC(=O)NC1CCCCC1 (stereo unspecified)	8.6%	-7
CCc1nnc(NS(=O)(=O)c2ccc(N=Cc3c(O)n(-c4ccc(Cl)cc4)c(=O)[nH]c3=O)cc2)s1	1.9%	12
Cc1ccc(S(=O)(=O)NC(C(=O)Oc2ccc3ccc(=O)oc3c2)c2ccccc2)cc1 (stereo unspecified)	-1.5%	1
CCN1CCN(CC(=O)N2N=C(c3cccs3)CC2c2ccc(OC)cc2)C(=O)C1=O (stereo unspecified)	-4.7%	-6
N#C/C(=C\c1cccs1)C(=O)NCc1cccnc1	-2.2%	3
CCC1=C2CC[C@H]3C(=O)N(CC)C(=O)[C@H]3[C@H]2[C@@]2(Cc3ccccc3)C(=NCc3ccccc3)OC(=O)N2C1=O	0.2%	/
COc1ccccc1N1CCN(C(=O)c2cc3cc(Br)ccc3oc2=O)CC1	2.8%	-5
CCOC(=O)C(CC)(CCC(=O)OC)c1csc(Nc2ccccc2O)n1 (stereo unspecified)	-1.7%	/
Cc1nn(C)c(Sc2ccccc2N)c1[N+](=O)[O-]	0.5%	-9
Nc1c(N=Nc2ccccc2F)c(=O)[nH]n1-c1ccccc1	-6.8%	/

At a glance, part of the list above:
SMILES	GlmU inhibition	RmlCD inh 1536
CCC(=O)NC(=S)Nc1ccc(S(=O)(=O)NC(C)C)cc1	-4.2%	/
COc1ccc(S(=O)(=O)N(Cc2ccccc2)Cc2nc(-c3ccccc3)no2)cc1	-1.9%	6
CC1=NN(c2cccc(Cl)c2)C(=O)C12CC(C)=C(C)CS2 (stereo unspecified)	/	2
O=C1NCCN(Cc2ccc(Cl)c(F)c2)C1CC(=O)N1CCc2ccccc2C1 (stereo unspecified)	-4.3%	-3
COc1ccc(OC)c(S(=O)(=O)N2CCC(C(=O)NCCc3ccccc3)CC2)c1	3.0%	7
Cc1onc(C(=O)Nc2c(C)n(C)n(-c3ccccc3)c2=O)c1[N+](=O)[O-]	-5.6%	/
Cc1nc(-c2ccccc2)sc1C(=O)O	1.5%	-4
Cc1cc(Cl)c(S(=O)(=O)NCC2CCCO2)cc1OCC(=O)NC1CCCCC1 (stereo unspecified)	8.6%	-7
CCc1nnc(NS(=O)(=O)c2ccc(N=Cc3c(O)n(-c4ccc(Cl)cc4)c(=O)[nH]c3=O)cc2)s1	1.9%	12
Cc1ccc(S(=O)(=O)NC(C(=O)Oc2ccc3ccc(=O)oc3c2)c2ccccc2)cc1 (stereo unspecified)	-1.5%	1
CCN1CCN(CC(=O)N2N=C(c3cccs3)CC2c2ccc(OC)cc2)C(=O)C1=O (stereo unspecified)	-4.7%	-6
N#C/C(=C\c1cccs1)C(=O)NCc1cccnc1	-2.2%	3
CCC1=C2CC[C@H]3C(=O)N(CC)C(=O)[C@H]3[C@H]2[C@@]2(Cc3ccccc3)C(=NCc3ccccc3)OC(=O)N2C1=O	0.2%	/
COc1ccccc1N1CCN(C(=O)c2cc3cc(Br)ccc3oc2=O)CC1	2.8%	-5
CCOC(=O)C(CC)(CCC(=O)OC)c1csc(Nc2ccccc2O)n1 (stereo unspecified)	-1.7%	/

2 records drawn at random from those above, as already listed:
SMILES	GlmU inhibition	RmlCD inh 1536
CCOc1ccccc1CN(CCc1ccc2c(c1)OCO2)Cc1ccccn1	5.8%	-13
CC1=NN(c2cccc(Cl)c2)C(=O)C12CC(C)=C(C)CS2 (stereo unspecified)	/	2

Next entries.
SMILES	GlmU inhibition	RmlCD inh 1536
CCN(CC)C(=O)Cn1ccc(NC(C)=O)nc1=O	-1.4%	7
CC1CCc2c(sc3ncnc(NCCCOC(C)C)c23)C1 (stereo unspecified)	2.0%	/
O=C(O)Cc1csc(Nc2cccc(Cl)c2)n1	1.5%	/
CC1CN(C(=O)c2cccc(S(=O)(=O)N3CCOCC3)c2)CC(C)O1 (stereo unspecified)	-4.8%	5
O=C(CN1CCCc2ccccc21)N/N=C/c1ccc(F)cc1F	-0.9%	-5
O=C(C1CC1)N1CCc2sccc2C1c1ccc(Cl)cc1 (stereo unspecified)	9.3%	/
CCCc1cc(C(=O)Nc2nnc(C)s2)cs1	4.9%	-1
CCNC(=O)c1sc(=S)n(CC)c1N	3.8%	2
Cc1ccc(CN2CCN(Cc3c[nH]c4ccccc34)CC2CCO)o1 (stereo unspecified)	3.5%	/
C=C1CCN([C@H](C(=O)O)C(C)C)S(=O)(=O)c2ccccc21	1.0%	/
O=c1[nH]ncc(N2CCCC2)c1Cl	0.0%	-1
COc1ccc(NC(=O)CCCn2cc([N+](=O)[O-])cn2)cc1	-0.5%	4
O=C(NCCCN1CCN(c2ccccc2F)CC1)C1CCC(=O)N1C1CCCC1 (stereo unspecified)	4.2%	/
Cc1noc(C)c1S(=O)(=O)N1CCC(C(=O)NC2CCN(Cc3ccccc3)CC2)CC1	-2.5%	25
CC(c1ccccn1)N(CCN(C)C)C(=S)Nc1cccc(F)c1 (stereo unspecified)	-3.5%	/
COc1cc2c(cc1OC)CC1(CCCCC1)N=C2	1.9%	8
CN(CC(O)COCc1ccc2c(c1)OCO2)C1CCCCC1 (stereo unspecified)	2.3%	-11
CC(C)CCNc1c(-c2cccs2)nc2ccccn12	8.2%	-9
CCN(c1ccc(NC(=O)COC(=O)CCC(=O)c2ccc(F)cc2)cc1)C(C)C	-5.5%	5
Cc1ccccc1NC(=O)NNC(=O)OC(C)(C)C	1.4%	7
Oc1ccc(N2CCN(c3nc(-c4cccs4)nc4ccccc34)CC2)cc1	8.7%	-5
O=C(Oc1cc2oc(=O)c3c(c2cc1Cl)CCCC3)c1cccs1	-1.6%	/
CCOC(=O)N(NC(=O)C(O)(CC(C)C)CC(C)C)c1ccccc1	-2.2%	/
COc1ccc(S(=O)(=O)N(C)C)cc1NC(=O)Cc1c[nH]c2ccccc12	-0.2%	9
CCOc1ccc2nc(SCCNS(=O)(=O)c3ccccc3)sc2c1	1.1%	1
CCCC(=O)Nc1ccc(NC(=O)C2CC2)cn1	/	?
Cc1ccccc1S(=O)(=O)c1cc2ccccc2nc1N	0.0%	-12
COc1ccc(OC)c(C2=NO[C@@H]3C(=O)N(c4cc(Cl)ccc4OC)C(=O)[C@H]23)c1	1.4%	/
O=C(Nc1nnc(C2CC2)s1)C1Cc2ccccc2CN1S(=O)(=O)c1cccs1 (stereo unspecified)	10%	/
Cc1nn(-c2ccc(F)cc2)c(Cl)c1/C=C/C(=O)OCC(=O)Nc1c(F)c(F)c(F)c(F)c1F	1.3%	/
COc1ccc(C2C=C(c3ccc(Br)cc3)Nc3nc(N4C(=O)CCC4=O)nn32)cc1 (stereo unspecified)	3.8%	20
O=C(NNC(=S)Nc1ccc(Cl)c(Cl)c1)c1cccc([N+](=O)[O-])c1	4.0%	81
CC1CCN(Cc2c(C(=O)O)nnn2-c2nonc2N)CC1	0.5%	-10
C=CCSc1nnc(-c2cc3c(-c4ccccc4)nn(C)c3s2)n1C	2.3%	-15
Cc1ccc(C(=O)Nc2ccc(S(=O)(=O)N3CCc4ccccc43)cc2)o1	2.8%	4
Cc1onc(-c2c(Cl)cccc2Cl)c1C(=O)NCCCN1CCOCC1	0.0%	5
CCOC(=O)c1sc(NC(=O)c2ccc(OC)cc2)nc1C	2.1%	-3
Cc1nn(CC(=O)O)c(C)c1C	1.0%	/
O=C(O)c1cc2cc(OCc3ccccc3)ccc2[nH]1	2.3%	-2
Cc1cc(C(=O)N2CCN(c3ncccn3)CC2)cs1	-2.1%	-8
CCC(NC(=O)c1ccc(C#CC2(O)CCCCC2)cc1)C(=O)O (stereo unspecified)	-3.0%	2
Cc1sc(NC(=O)c2ccccc2)c(C(c2ccc(Cl)cc2)N2CCN(CCO)CC2)c1C (stereo unspecified)	-2.6%	6
Cc1c(/C(O)=C2/C(=O)C(=O)N(CCN3CCOCC3)C2c2cccs2)cnn1-c1ccccc1 (stereo unspecified)	-2.4%	/
COc1ccc(-c2cc(-c3nnc(-c4ccncc4)o3)c3ccccc3n2)cc1	0.2%	/
Clc1cccc(CSc2nnc(-c3ccccn3)n2Cc2ccco2)c1	-2.3%	/
CCN(CC)CCCNc1oc(-c2ccccc2[N+](=O)[O-])nc1C#N	-3.4%	-8
Cc1c(NC(=O)C2CCN(S(=O)(=O)c3ccc(Cl)cc3)CC2)c(=O)n(-c2ccccc2)n1C	-1.8%	-8
Cc1ccc(CNC(=O)c2nn(C)c(C)c2[N+](=O)[O-])cc1	-7.9%	-3
CC(C)C1C(C#N)=C(N)Oc2n[nH]c(-c3ccccc3)c21 (stereo unspecified)	1.4%	-11
C=CCN(c1ccccc1Cl)S(=O)(=O)c1cccc(C(=O)NCCc2ccc(OC)cc2)c1	-2.3%	/
O=C1CSC(=Nc2cccc(Cl)c2Cl)N1Cc1cccnc1	1.1%	/
COc1ccc(/C=N/NC(=O)CO/N=C(\C)c2cccs2)cc1	4.1%	4
COc1ccc(S(=O)(=O)N(CC(=O)N2CCN(C)CC2)c2ccccc2)cc1OC	-2.3%	11
O=C(CN1CCOCC1)N1CCc2ccccc2C(c2ccccc2)C1 (stereo unspecified)	-3.7%	7
CCOCCn1c(CN(Cc2ccccc2)Cc2ccccc2)nc2c1c(=O)n(C)c(=O)n2C	-6.4%	8
O=C(OCC(=O)c1ccc[nH]1)c1ccccc1	2.1%	8
O=C(Cn1c(=O)oc2ccccc21)Nc1ccc2c(c1)OCCO2	0.2%	-5
CCOC(=O)C(=O)c1csc(NC(=O)CCSc2ccc(C)cc2)n1	-5.7%	19
CC1CCCN(c2ccc(C(=O)Nc3cccnc3)cc2[N+](=O)[O-])C1 (stereo unspecified)	-2.4%	0
CCOC(=O)c1c(COC(=O)c2ccco2)nc2ccccc2[n+]1[O-]	13%	-12
The list continues:
SMILES	GlmU inhibition	RmlCD inh 1536
Cc1ccc(N2C(=O)C3ON(c4ccccc4)C(CC(C)C)C3C2=O)cc1 (stereo unspecified)	9.0%	-13
O=C(CCc1nnc(CCc2ccccc2)o1)NC(c1cccnc1)C(F)(F)F (stereo unspecified)	4.1%	/
O=C(CC1c2ccccc2Oc2ccccc21)N1CCN(c2ccccn2)CC1	3.5%	-4
O=C(NCC1CCCO1)c1ccccc1-c1nc(-c2ccc(F)cc2)no1 (stereo unspecified)	1.7%	-9
COc1ccc(C(NC(=O)C2C3C=CC(C3)C2C(=O)O)c2ccccc2)cc1 (stereo unspecified)	-0.9%	-2
O=C(/C=C/c1cccc(Cl)c1)Nn1c(-c2cccs2)nc2ccccc2c1=O	7.1%	-6
CC1=NC(=O)C(N=Nc2cccc(C(=O)O)c2)N1c1ccccc1 (stereo unspecified)	8.5%	/
O=c1[nH]nc(Cc2ccc(Cl)cc2)c2ccccc12	1.3%	/
NC(=O)C1CCN(C(=O)COc2ccc(S(=O)(=O)NCc3ccccc3)cc2Cl)CC1	-0.3%	0
Cc1c(OC(=O)CNC(=O)OC(C)(C)C)ccc2c3c(c(=O)oc12)CCC3	4.3%	-3
Brc1ccc(OCCn2ccnc2)cc1	-1.8%	4
